Source: PubChem
OX1R antagonist: blocks the human orexin 1 receptor. O43613. CHO/OX1R cells, Fluo-8 calcium fluorescence, orexin A. inhibition, % at 5 µM. 330,000 compounds, 0.43% hits. AID 434989;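 active means inhibition above its plate's threshold, mean inhibition of all tested compounds on the plate plus 3 SD, cut at about 37% in these data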;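 further: 0% = orexin A challenge wells and 100% = SB-334867-A antagonist wells; not every result past the cut was called active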
Target sequence (O43613 whole entry, looked up): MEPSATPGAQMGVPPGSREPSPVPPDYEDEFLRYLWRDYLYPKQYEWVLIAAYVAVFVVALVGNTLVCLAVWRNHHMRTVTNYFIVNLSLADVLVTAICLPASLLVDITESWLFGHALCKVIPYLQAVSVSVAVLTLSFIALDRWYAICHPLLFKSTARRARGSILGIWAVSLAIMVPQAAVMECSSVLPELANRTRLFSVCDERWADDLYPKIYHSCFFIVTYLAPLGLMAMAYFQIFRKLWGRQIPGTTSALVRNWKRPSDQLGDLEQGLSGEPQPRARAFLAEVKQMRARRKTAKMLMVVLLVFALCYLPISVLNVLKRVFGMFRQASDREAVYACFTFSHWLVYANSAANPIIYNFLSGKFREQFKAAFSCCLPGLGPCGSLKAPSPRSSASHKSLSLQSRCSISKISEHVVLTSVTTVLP
CHT PAM: human CHT allosteric activation. Q9GZV3. 310,000 compounds, 0.49% hits. B-score at 10 µM. CHT-expressing cells, membrane potential dye, choline EC20; active compounds read high; LV-AA mutant CHT in HEK293 cells;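 active means initial fluorescence not abnormally high and integrated response B-score, plate-corrected, over 3 SD above library mean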
Target sequence (Q9GZV3 whole entry, looked up): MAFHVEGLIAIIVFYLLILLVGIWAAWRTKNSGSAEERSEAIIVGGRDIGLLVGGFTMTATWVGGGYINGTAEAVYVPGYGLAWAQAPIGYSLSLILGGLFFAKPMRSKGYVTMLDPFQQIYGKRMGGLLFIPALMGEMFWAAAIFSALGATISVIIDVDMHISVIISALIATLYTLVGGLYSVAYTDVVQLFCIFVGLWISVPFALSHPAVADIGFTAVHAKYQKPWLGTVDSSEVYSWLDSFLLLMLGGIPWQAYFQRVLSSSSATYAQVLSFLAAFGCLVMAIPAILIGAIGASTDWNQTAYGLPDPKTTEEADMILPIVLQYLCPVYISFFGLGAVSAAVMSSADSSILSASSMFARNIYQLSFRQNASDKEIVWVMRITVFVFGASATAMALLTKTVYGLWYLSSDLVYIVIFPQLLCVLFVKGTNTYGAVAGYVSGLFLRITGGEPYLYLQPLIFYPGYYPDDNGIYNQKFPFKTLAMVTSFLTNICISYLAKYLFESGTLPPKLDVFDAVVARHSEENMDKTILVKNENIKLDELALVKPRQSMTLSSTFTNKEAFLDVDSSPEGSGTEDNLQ
The depositor's hits bear a star; i = inactive; x = no result given. An unsorted share of the library; 0.8% or so of the library scored in one or more.

SMILES	OX1R antagonist	CHT PAM
COc1ccc(-c2ccnc(-c3ccc(O)cc3)n2)cc1	-1.3	i
Cc1nn(C)c(C(=O)NC(=S)Nc2ccccc2Br)c1Cl	-7.9	i
CCOC(=O)COn1c(=O)c(-c2ccc(C)cc2)[n+]([O-])c2ccccc21	-9.8	i
COc1cccc(NC(=O)c2nc(S(C)(=O)=O)ncc2Cl)c1	-8.0	i
Cc1cc(C)cc(NC(=O)Cn2cc(C=O)c3ccccc32)c1	x	i
CC1CCN(Cc2c(O)ccc3c2O/C(=C\c2ccco2)C3=O)CC1	-32.2	i
C=CCn1c(SCC(=O)Nc2ccccc2)nc2scc(-c3cccs3)c2c1=O	-16.2	i
CCc1ccc(NC(=O)CSc2nnc(Cc3cccn3C)n2-c2ccc(OC)cc2)cc1	-18.8	i
O=C(O)CSc1nc(-c2ccc(Cl)cc2)nc2c1oc1ccccc12	-7.1	i
COCCN(C(=O)COC(=O)c1ccc(Cl)nc1)c1c(N)n(Cc2ccccc2)c(=O)[nH]c1=O	-5.5	i
COc1ccc(C(=O)COC(=O)c2cc(S(=O)(=O)NCc3ccccc3)ccc2O)cc1	-7.0	i
CCC(CC)C(=O)Nc1cccc(C(=O)Nc2ccc3c(c2)OCO3)c1	-23.0	i
Cn1c(CCC(=O)OCC(=O)NCc2ccc3c(c2)OCO3)nc(=O)c2ccccc21	-3.9	i
Cc1ccc(NC(=O)c2cc3c(=O)oc4ccc(C)cc4c3s2)nc1	-8.8	i
O=C(Nc1ccc(N2CCCC2)c(Cl)c1)c1ccc(Br)o1	21.5	i
CC(C)CCn1c(SCC#N)nc2c(sc3ccccc32)c1=O	-26.9	i
COc1cc(NC(=O)c2cc(C)no2)cc(OC)c1OC	-11.3	i
CCC1=[N+](C)CCn2c(C)ccc21	-7.2	i
CN(C)c1oc(-c2cccs2)nc1C#N	-3.5	i
O=C(O)CN1C(=O)/C(=C\c2cccc(OCc3ccc(Cl)cc3Cl)c2)SC1=S	x	i
Cc1ccsc1/C=N/NC(=O)c1ccc2ccccc2c1	-20.1	i
CC(=O)NC1(C(F)(F)F)NC(=O)N(c2ccc(F)cc2)C1=O (centres undefined)	-6.8	i
Brc1ccc2[nH]c3c(N4CCc5ccccc5C4)ncnc3c2c1	43.8*	i
Cc1ccc(CN2CC(C(=O)Nc3ccc(S(=O)(=O)N4CCCCC4)cc3)CC2=O)cc1 (centres undefined)	-34.5	i

3 of these compounds, reformatted:
| structure | OX1R antagonist | CHT PAM |
| --- | --- | --- |
| Cc1ccsc1/C=N/NC(=O)c1ccc2ccccc2c1 | -20.1 | i |
| CN(C)c1oc(-c2cccs2)nc1C#N | -3.5 | i |
| Cn1c(CCC(=O)OCC(=O)NCc2ccc3c(c2)OCO3)nc(=O)c2ccccc21 | -3.9 | i |

The results go on:
SMILES	OX1R antagonist	CHT PAM
CC1=C(C)C(c2ccccc2)NC(=S)N1 (centres undefined)	-11.1	i
CCOc1ccc(N=C2NC(=O)S/C2=C\c2ccc(OC)cc2)cc1	-13.1	i
Cc1cc(=O)[nH]c(NCCO)n1	-15.1	i
COC(=O)C(Cc1ccc(O)cc1)NC(=O)C(CC(=O)OC(C)(C)C)NC(=O)OC(C)(C)C (centres undefined)	-6.4	i
CN1CCC(=C(c2ccc(Cl)cc2)c2ccccn2)CC1	-18.5	i
CCOC(=O)/C(O)=C(\C#N)c1nc2ccccc2[nH]1	-11.1	i
COC(=O)/C(C#N)=C/c1ccc(N2CCOCC2)c([N+](=O)[O-])c1	-10.4	i
COc1ccc(C(=O)NC2CC2)cc1OC1CCN(Cc2cc(C)c(C)cc2C)CC1	-36.0	i
Cc1cc(C)c(C(=O)O)c(Cl)n1	-2.9	i
Cc1cc(NC(=O)CSCC(=O)Nc2cc(Cl)ccc2N2CCN(C)CC2)no1	-20.9	x
CCCCn1c(N)c(N(CCOC)C(=O)c2ccc(Br)s2)c(=O)[nH]c1=O	-9.1	i
Cc1cc(NC(=O)c2cccc3c2C(=O)N(C2CCCCC2)C3)ccc1Br	-3.2	i

3 entries from above, as labelled records:
Cc1cc(NC(=O)CSCC(=O)Nc2cc(Cl)ccc2N2CCN(C)CC2)no1
  OX1R antagonist = -20.9 | CHT PAM = x

CCCCn1c(N)c(N(CCOC)C(=O)c2ccc(Br)s2)c(=O)[nH]c1=O
  OX1R antagonist = -9.1 | CHT PAM = i

Cc1cc(NC(=O)c2cccc3c2C(=O)N(C2CCCCC2)C3)ccc1Br
  OX1R antagonist = -3.2 | CHT PAM = i

(list continues)
SMILES	OX1R antagonist	CHT PAM
O=C(Nc1ccsc1C(=O)N1CCCCCC1)c1ccccc1	-26.3	i
CCOCCCNC(=O)Cc1ccc(F)cc1	11.0	i
COc1ccc(Cc2noc(CN(C)CC3(N4CCOCC4)CCCCC3)n2)cc1OC	-19.5	i
O=C(CCc1ccccc1)NNC(=S)NC(=O)c1ccccc1	-1.7	i
Cc1cc(C(=O)NN=C2CCCCC2)c2ccccc2n1	-16.7	i
COc1ccc(N(Cc2cc3cccc(C)c3[nH]c2=O)S(C)(=O)=O)cc1	-21.0	i
COc1cccc(-n2nnc3c(=O)n(CC(=O)N4CCC(Cc5ccccc5)CC4)cnc32)c1	0.4	i
CC(C)c1ccc(NC(=O)c2cc(S(=O)(=O)N3CCCCC3)c[nH]2)cc1	-11.1	i
O=C(COC(=O)c1ccc(S(=O)(=O)N2CCCC2)cc1)NCc1ccccc1	-18.6	i
Cc1ccc(S(C)=O)cc1-n1c(=O)n(Cc2ccccc2)c(=O)c2[nH]cnc21 (centres undefined)	-7.5	i
CCc1ccc(NC(=O)C2CCCN2C(=O)NC2CCCCC2)cc1 (centres undefined)	-0.1	i
c1ccc(CSc2nnc3ccc(-c4ccco4)nn23)nc1	-11.2	i
COC(=O)c1ccc(COc2c(F)c(F)cc(F)c2F)o1	-12.4	i
COC(=O)COc1ccc(S(=O)(=O)Nc2ccc(C(N)=O)cc2)cc1	4.7	i
COc1ccc(-c2cn3cccnc3n2)cc1NC(=O)C1CC1	-3.0	i
CCc1cc(Cn2nc(-c3ccccc3)cc2C(=O)NCc2cccc(C(F)(F)F)c2)on1	-5.8	i
COc1ccc(-c2nc(-c3ccc(NC(=O)c4ccc(Br)o4)cc3)no2)cc1OC	8.7	i
NC(=O)NC(Cc1ccccc1)C(=O)NCC1(N2CCCCC2)CCCCC1 (centres undefined)	-12.4	i
Clc1ccc(-c2cc(COc3ccccc3)on2)cc1	-8.9	i
COc1ccccc1N1CCN(C(c2cccs2)C(C)NC(=O)c2ccco2)CC1 (centres undefined)	-33.6	i
CC(C)(C)C1CCC(OC(=O)c2ccncc2)CC1 (centres undefined)	-1.0	i
O=C(Nc1cc(C(F)(F)F)ccc1N1CCOCC1)c1cccc(F)c1	-18.2	i
Cc1cc2cc(CCNC(=O)c3ccc(C)c([N+](=O)[O-])c3)c(=O)[nH]c2cc1C	-33.3	i
CCOC(=O)c1c(C)nc(-c2ccccc2)nc1N	-17.8	i

Profiles from above. Screens in order: OX1R antagonist, CHT PAM
`COc1ccc(-c2ccnc(-c3ccc(O)cc3)n2)cc1` reads -1.3, i
`COc1cc(NC(=O)c2cc(C)no2)cc(OC)c1OC` reads -11.3, i
`COc1cccc(NC(=O)c2nc(S(C)(=O)=O)ncc2Cl)c1` reads -8.0, i
`O=C(CCc1ccccc1)NNC(=S)NC(=O)c1ccccc1` reads -1.7, i
`O=C(O)CN1C(=O)/C(=C\c2cccc(OCc3ccc(Cl)cc3Cl)c2)SC1=S` reads x, i

(next part)
SMILES	OX1R antagonist	CHT PAM
CCOC(=O)c1nnn(CC(=O)N2N=C(c3ccccc3)CC2c2ccccc2)c1C(=O)OCC (centres undefined)	-26.1	i
CN1C=C(C(F)(F)F)C=C/C1=C(\C#N)c1nnc2n1CCCCC2	-18.4	i
CS(=O)(=O)Nc1ccc([N+](=O)[O-])cc1Oc1ccccc1	-10.2	i
O=C(c1ccc(CN2CCc3ccccc3C2)cc1)N1CCN(c2ccc(F)cc2)CC1	-24.4	i
C=CCSc1nnc(-c2cnn(-c3ccccc3)c2-n2cccc2)n1C	1.2	i
O=C(Nc1ccc2c(c1)nc1n2CCN(C2CCCCC2)C1)NC1CCCCC1	8.8	i
Cc1cc(C)nc(SCC(=O)c2ccc(C)c(C)c2)n1	-20.0	i
CC1(C)N=C(N)NC(Nc2ccc(Br)cc2)=N1	-10.1	i
CC(OC(=O)CCC(=O)c1cccs1)C(=O)Nc1ccccc1[N+](=O)[O-] (centres undefined)	-18.4	i
Cc1ccc(S(=O)(=O)[N-]c2nc3ccccc3nc2-n2cc[n+](Cc3ccccc3)c2)cc1	-13.2	i
COC(=O)C(NC(=O)CCC(=O)NC(C(=O)OC)c1ccccc1)c1ccccc1 (centres undefined)	-4.8	i
COc1cc(C(=O)Nc2cc(C)ccc2C)ccc1OCc1c(C)noc1C	-21.0	x
O=C(CSc1cn[nH]n1)Nc1ccc(O)c(C(=O)O)c1	-17.8	i
COc1ccc2[nH]c3c(c2c1)CCN1C(=O)C(CC(=O)NCCCN(C)C)C[C@H](C(=O)N2CCOCC2)[C@@]31CCC1CCCC1 (some centres undefined)	-21.8	x
Cc1nc(SCC(=O)Nc2cccnc2Cl)nc(C)c1C	-22.8	i
CCc1ccc(NC(=O)c2ccccc2NC(=O)C2CCCO2)cc1 (centres undefined)	-14.8	i
COc1cccc(CN(C)C(=O)CSCC(=O)Nc2cc(C)on2)c1OC	-20.2	i
Clc1ccccc1N/N=C/c1ccc2c(c1)OCO2	-28.0	i
CC(=O)N/C(=C\c1ccc(C)o1)C(=O)NCc1ccccc1	-14.5	i
CCOC(=O)C(Cc1ccccc1)c1ccnc2ncnn12 (centres undefined)	-10.1	i
C=C1C[C@H](O[C@@H]2O[C@H](CO)[C@@H](O)[C@H](O)[C@H]2O)[C@@H]2[C@H](OC(=O)[C@H]2C)[C@H]2[C@H](C)[C@H](O)C[C@@H]12	-5.3	x
Cc1ccc2nc(-c3ccc(NC(=O)CSc4nccc(=O)[nH]4)cc3)sc2c1	13.0	i
CCOc1ccc(-c2c(C(=O)N/N=C/c3ccc(C)cc3)nnn2-c2nonc2N)cc1	-45.6	i
CCN(CC)C(=O)Oc1ccc(NC(C)=O)cc1	6.9	i
CCN(CC)CCN(Cc1cc2cc3c(cc2[nH]c1=O)OCO3)C(=S)NCCOC	-14.4	i
CCCC[C@@H]1CNC(=S)N1CCc1cccc2ccccc12	-12.4	i
COc1ccc(CC(=O)NNC(=S)Nc2ccccc2)cc1Cl	-16.7	i
Cc1cccc(CSc2nnc([C@@H]3CCCN3)o2)c1	-2.5	i
Cn1c(N)c(C(=O)COC(=O)C2CCCN2C(=O)c2cccs2)c(=O)n(C)c1=O (centres undefined)	5.5	i
Cc1cc(C)c2nc(N3CCC(C(=O)NCCCN4CCCCC4)CC3)sc2c1	-19.8	i
COc1ccc(S(=O)(=O)N2CCN(C3CC4CCC3C4)CC2)cc1 (centres undefined)	-14.6	i
CC(=O)c1sc(NC(=O)CCCOc2ccc(Cl)cc2)nc1C	-4.2	i
COc1ccc(N/C(N)=N/c2nc(CSc3ccc(C)cc3)cc(=O)[nH]2)cc1	-27.2	i
CCCC[C@@H]1CNC(=S)N1CC1CCCCC1	-14.7	i
COc1ccc(S(=O)(=O)Nc2c3ccccc3nc(=O)n2-c2ccccc2)cc1	-22.8	i
O=C(NCCc1ccccc1)c1ncn[nH]1	-2.5	i
CCCCC(=O)NCc1ccccc1Cl	-9.7	i
Cc1nnc(SC(C)C(=O)Nc2ccc(Cl)cn2)n1Cc1ccccc1 (centres undefined)	-19.0	i
COc1cccc2c1OC1(C)CC2/C(=C(\C)O)C(=O)N1 (centres undefined)	-8.5	i
CCCCNc1c(-c2cccc(SC(C)CC)c2)nc2ccc(Cl)cn12 (centres undefined)	-14.0	x
COc1cccc(/C=C/C(=O)OCC(=O)c2ccc(S(=O)(=O)N3CCCCC3)cc2)c1OC	-1.6	i
CCNC(=O)CSc1nnc(-c2cccs2)o1	-7.0	i
CCN(CC)c1nc(C(F)(F)F)nc2c1nnn2Cc1ccccc1	-46.4	i
COc1ccccc1CNC(=O)C(=O)NCC(c1ccco1)N1CCOCC1 (centres undefined)	-11.3	i
c1ccc(CSc2ncn[nH]2)nc1	2.9	i
COc1ccc(NCC(=O)Nc2ccc(Br)cc2F)c(OC)c1	-26.4	i
Cc1c(Br)c([N+](=O)[O-])nn1CC(=O)NCCc1c[nH]c2ccccc12	-9.6	i
O=C(Nc1cc([N+](=O)[O-])ccc1N1CCOCC1)c1ccco1	-24.1	i
COc1ccc(-c2sc3cc4c(cc3c2C#CC2(N)CCCCC2)OCO4)cc1	5.7	x
Cc1ccc(N=Nc2ccc(N)cc2C)c(S(N)(=O)=O)c1	-6.0	i
O=C(Nc1c(Cl)cccc1Cl)C1CCN(C(=O)c2cccs2)CC1	-18.4	i
c1ccc2c(c1)nc(Nc1ccc3c(c1)OCO3)c1nnnn12	-21.6	i
COc1ccc(S(=O)(=O)N2CCC(C(=O)N3CCCCC3)CC2)cc1OC	-8.8	i
CC1(c2ccc(Cl)c(Cl)c2)NC(=S)N2C1NC(=S)N2c1ccccc1 (centres undefined)	-5.9	i
O=C(C1CCCN(Cc2cccnc2)C1)N1CCCCC1 (centres undefined)	-1.1	i
Cc1cc2ccc3ccccc3c2cc1CN(C)C	-7.9	i
COC(=O)c1ccsc1NC(=O)CN1C(=O)CCC1=O	-8.4	i
CCOC(=O)[C@H]1[C@H]2COc3cc(OC)ccc3[C@@H]2N2C(=O)c3ccc(F)cc3NC(=O)[C@@]12C	-22.0	i
COc1ccccc1C(=O)Nn1c(C)nc2ccccc2c1=O	2.6	i
COc1ccc(/C=N/n2nnnc2N)cc1OC	-2.8	i
CC(Cn1cncn1)C(=O)N1CCN(S(=O)(=O)c2ccc(Cl)cc2)CC1 (centres undefined)	-6.7	i
